KinaseGlo FLuc – Counterscreen for Luciferase (Kinase-Glo TM) Inhibition; Potency, µM (highest dose often 38.3 µM), without a hit: top-dose activity change, negative = inhibition, usual class: inhibitors; Luciferin 4-monooxygenase (Photuris pensylvanica), Q27757; AID 1379, 2008; 200,000 compounds, 0.28% hits; Kinase-Glo luciferase, ATP luminescence, 8 min; note: potency is the fitted concentration of half-maximal effect; % is set by controls: 0 for no effect and ±100 for the full control effect; nearly all actives have a fitted effect of over 60% in size
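Substrate mix (final 50 mM imidazole pH 7.2, 50 mM KCl, 7 mM MgCl2, 10 uM ATP, 0.01% Tween 20, 0.05% BSA) plus pin-tool compound, then Kinase-Glo detection mix; 8 min ambient, luminescence read.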
HttQ103 aggreg – qHTS Multiplex Assay to Identify Dual Action Probes in a Cell Model of Huntington: Aggregate Formation (GFP) | PC12 HttQ103-GFP aggregates, Acumen cytometry, 40 h | Potency, µM (series often up to 46.1 µM), without a hit: at the highest dose activity change, negative = inhibition, actives largely listed as inhibitors | 220,000 compounds, 1.1% hits | AID 1688, 2009; note: potency is the fitted concentration of half-maximal effect; % is set by controls: 0 for no effect and ±100 for the full control effect; nearly all actives have a fitted effect of over 60% in size
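Read-out: GFP aggregate count by laser scanning cytometer (488 nm excitation, 500-530 nm emission, 1–25 µm objects >6 SD above background). Cells: PC12, inducible HTTex1-Q103-GFP, 100 nM tebufenozide; compounds titrated.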
CBFb RUNX1 block – qHTS Assay for Compounds Blocking the Interaction Between CBF-beta and RUNX1 for the Treatment of Acute Myeloid Leukemia; Runt-related transcription factor 1 (Homo sapiens) + Core-binding factor subunit beta …; AlphaScreen CBFb-His/RUNX1-biotin binding, biochemical; Potency, µM (series often up to 59.8 µM), inactives show top-dose activity, negative = inhibition, most hits filed as inhibitors; 230,000 tested, under 10 active; AID 1477, 2009; note: % of control where 0% means no effect
Target sequence (Q01196 whole entry, looked up): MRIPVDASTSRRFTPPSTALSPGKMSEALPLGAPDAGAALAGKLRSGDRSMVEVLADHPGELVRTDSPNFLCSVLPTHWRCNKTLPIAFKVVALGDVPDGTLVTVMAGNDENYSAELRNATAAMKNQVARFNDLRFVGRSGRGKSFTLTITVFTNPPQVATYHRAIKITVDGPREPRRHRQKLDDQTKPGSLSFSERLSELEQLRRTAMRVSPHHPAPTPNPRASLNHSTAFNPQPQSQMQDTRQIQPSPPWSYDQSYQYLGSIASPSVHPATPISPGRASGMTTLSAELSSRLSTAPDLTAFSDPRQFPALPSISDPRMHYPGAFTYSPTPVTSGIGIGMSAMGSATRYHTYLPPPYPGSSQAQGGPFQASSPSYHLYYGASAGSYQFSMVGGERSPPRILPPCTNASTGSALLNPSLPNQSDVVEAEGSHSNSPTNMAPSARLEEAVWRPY
Target sequence (Q13951 whole entry, looked up): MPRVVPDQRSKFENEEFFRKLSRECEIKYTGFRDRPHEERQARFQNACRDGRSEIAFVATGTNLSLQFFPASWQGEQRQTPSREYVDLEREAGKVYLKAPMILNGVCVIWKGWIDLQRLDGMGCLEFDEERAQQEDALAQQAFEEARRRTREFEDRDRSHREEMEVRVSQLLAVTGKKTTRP
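CBF-beta (His) and RUNX1 (biotin), 30 nM each; 20 min preassociation; + compound, 15 min; + beads 50 ng each (Ni, streptavidin), 90 min; RT; AlphaScreen read.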
LMNA splice mod – qHTS Assay for Modulators of Lamin A Splicing | HeLa LMNA splicing GFP/RFP minigene ratio, 48 h | Potency, µM (highest dose often 46.1 µM), for the others: top-dose ratio change, negative = inhibition, actives largely listed as inhibitors | 200,000 compounds, 0.01% hits; active = well fitted inhibition curve with a large enough effect in the signal ratio, with a control signal flat, not every such curve was filed as active; inconclusive = small, poorly fitted or top-dose-only effect, or effect the other way, or a change in a side signal; the % refers to the signal ratio; note: potency is the fitted concentration of half-maximal effect; % is set by controls: 0 for no effect and ±100 for the full control effect
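S3 HeLa cells stably expressing lamin A-EGFP splicing minigene plus DsRed2, 600 cells/well, 48 h compound exposure at 37C. Laser-scanning cytometry; analysed as GFP (500-530 nm)/RFP (575-640 nm) total intensity ratio; 0.5% DMSO vehicle.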
NPSR antagonist – qHTS Assay for Antagonists of the Neuropeptide S Receptor: cAMP Signal Transduction. Q6W5P4. CHO-NPSR cells, cAMP TR-FRET, antagonist mode. Potency, µM (top dose mostly 38.3 µM), for inactives: at the highest dose activity change, negative = inhibition, actives largely listed as inhibitors. 220,000 compounds, 1% hits. AID 1461, 2008; note: potency is the fitted concentration of half-maximal effect; % is set by controls: 0 for no effect and ±100 for the full control effect; nearly all actives have a fitted effect of over 50% in size; many of its hits are not listed in these tables
Target sequence (Q6W5P4 whole entry, looked up): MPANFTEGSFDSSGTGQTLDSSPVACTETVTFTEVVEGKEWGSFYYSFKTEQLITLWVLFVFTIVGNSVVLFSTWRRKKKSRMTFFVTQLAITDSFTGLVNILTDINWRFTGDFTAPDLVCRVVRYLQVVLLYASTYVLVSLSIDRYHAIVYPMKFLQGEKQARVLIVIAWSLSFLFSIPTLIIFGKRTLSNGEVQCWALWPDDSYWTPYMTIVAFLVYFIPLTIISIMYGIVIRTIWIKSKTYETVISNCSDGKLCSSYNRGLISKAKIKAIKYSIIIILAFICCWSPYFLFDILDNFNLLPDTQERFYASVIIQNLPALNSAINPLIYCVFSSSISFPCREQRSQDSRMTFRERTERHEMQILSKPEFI
Epigenetic derep – Quantitative High-Throughput Screen for Regulators of Epigenetic Control | murine LDR cells, GFP reporter derepression, 30 h | Potency, µM (doses to about 53.9 µM), for the others: at the highest dose GFP activation, hits mostly activators | 280,000 compounds, 0.2% hits | AID 1865, 2009; note: potency is the fitted concentration of half-maximal effect; % of control where 0% means no effect; nearly all actives have a fitted effect of over 60% in size
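Derepression of a silenced CMV-GFP reporter in murine LDR cells is scored by enumerating GFP-positive cells with a laser-scanning microplate cytometer after 30 hours of treatment at 37 C.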
IMPase Li cell – qHTS Assay for Identifying the Cell-Membrane Permeable IMPase Inhibitors: Potentiation with Lithium. CHO-M1 cells, IP1 TR-FRET (IP-One), carbachol + lithium. 210,000 compounds, 0.35% hits. Potency, µM (titrated, usually from 59.4 µM), without a hit: at the top dose activity, negative = IMPase inhibition, actives largely listed as inhibitors. AID 1457, 2008;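 note: IP1 builds up when IMPase is blocked and the TR-FRET signal falls; potency is the fitted concentration of half-maximal effect; plate controls were basal vehicle for no effect and high inhibitor control for full effect; nearly all actives have a fitted effect of over 50% in size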
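Lithium-sensitised IP1 accumulation assay; M1-expressing CHO cells treated 30 min at 37C with compound. Competitive antibody detection by time-resolved FRET followed a 10 min room-temperature lysis step.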
Numbers without * were called inactive; ? = inconclusive; . = not tested or not shown; [ ] = another dose, or the depositor's remark. Unless noted, calls come from the whole dose curve; as a rule, active = well fitted curve in the direction sought with a large enough effect; inconclusive = small, poorly fitted or top-dose-only effect, or another doubt; inactive = no such curve, though single readings can be large; an effect the other way counts as inactive or inconclusive. These rows are one share of the data; count on the stated rates, not on these rows.

Below each compound: KinaseGlo FLuc, HttQ103 aggreg, CBFb RUNX1 block, LMNA splice mod, NPSR antagonist, Epigenetic derep, IMPase Li cell
- Cc1ccc(-c2noc(COc3ccccc3C)n2)cc1
  2%, -16%, ?, 10%, -9%[46.1 µM], 0.0%, 18%[38.3 µM]
- Cc1ccc(S(=O)(=O)O)c(C)c1N1CCCC1=O
  0%, 7%, 0%, 2%, 1%[46.1 µM], 0.0%, 4%[38.3 µM]
- O=C(C[n+]1cn(C(F)F)c2ccccc21)c1ccc(OC(F)F)cc1
  -2%, ?, 5%, ?, -59%, ?, -5%
- O=C(NCCNC(=O)c1ccco1)c1cccc(F)c1
  15%, 2%, 0%, 6%, -11%[46.1 µM], 0.7%, -1%[38.3 µM]
- COC(=O)C1C2C=CC3(CN(Cc4ccco4)C(=O)C13)O2 (configuration not stated)
  2%, -8%, 4%, 5%, 1%[46.1 µM], 0.0%, 10%[38.3 µM]
- Cc1ccc(NC(=S)N(C)Cc2cn(C)c3ccccc23)cc1
  -1%, 35µM*, 11%, ?, -21%, -1.1%, 7%
- O=[N+]([O-])c1ccc(OCc2cnc(Cl)s2)c([N+](=O)[O-])c1
  2%, 20%[9.22 µM], 4%, ?, -1%, -1.9%[10.1 µM], 7%
- COCCn1c(-c2ccco2)nc2nc3ccccc3nc21
  -5%, 13%, 11%, -7%, -18%[46.1 µM], -0.8%, -1%[38.3 µM]
- COc1ccc(C(=O)N(C)C2CCN(C)CC2)cc1S(=O)(=O)Nc1cc(Cl)ccc1Cl
  ., -6%[9.22 µM], 11%, 15%[46 µM], 11%, 2.1%, .
- OC(c1cc(-c2ccc(Cl)cc2)nc2ccccc12)C1CCCCN1 (configuration not stated)
  ., -7%[9.22 µM], 1%, ., ?, -1.3%, .

Record cards (already shown). Order of values: KinaseGlo FLuc	HttQ103 aggreg	CBFb RUNX1 block	LMNA splice mod	NPSR antagonist	Epigenetic derep	IMPase Li cell
Cc1ccc(-c2noc(COc3ccccc3C)n2)cc1 reads 2%	-16%	?	10%	-9%[46.1 µM]	0.0%	18%[38.3 µM]
COC(=O)C1C2C=CC3(CN(Cc4ccco4)C(=O)C13)O2 (configuration not stated) reads 2%	-8%	4%	5%	1%[46.1 µM]	0.0%	10%[38.3 µM]
O=[N+]([O-])c1ccc(OCc2cnc(Cl)s2)c([N+](=O)[O-])c1 reads 2%	20%[9.22 µM]	4%	?	-1%	-1.9%[10.1 µM]	7%
OC(c1cc(-c2ccc(Cl)cc2)nc2ccccc12)C1CCCCN1 (configuration not stated) reads .	-7%[9.22 µM]	1%	.	?	-1.3%	.
Cc1ccc(S(=O)(=O)O)c(C)c1N1CCCC1=O reads 0%	7%	0%	2%	1%[46.1 µM]	0.0%	4%[38.3 µM]

Next part.
Below each compound: KinaseGlo FLuc, HttQ103 aggreg, CBFb RUNX1 block, LMNA splice mod, NPSR antagonist, Epigenetic derep, IMPase Li cell
- Cc1cc(C)nc(NC(=NCCc2c[nH]c3ccccc23)NC(=O)c2ccco2)n1
  0%, -8%, -2%, ?, ?, -1.5%, 14%[38.3 µM]
- N/C(Cn1cncn1)=N\OC(=O)c1ccc(Cl)cc1Cl
  0%, 8%, 19%, ?, 17%, -2.6%, -10%
- CC1CCN(C(NC(=O)c2ccco2)C(=O)c2ccccc2)CC1 (configuration not stated)
  -7%, 4%, 2%, 6%, -20%[46.1 µM], -1.3%, -20%[38.3 µM]
- CCOC(=O)c1c(C)[nH]c(C(=O)CN2C(=O)NC(CC)(c3ccccc3)C2=O)c1C (configuration not stated)
  -3%, -21%, -12%, -2%, -30%[46.1 µM], -0.8%, -2%[38.3 µM]
- COc1cc(NC(=O)C(C)C)ccc1NC(=O)c1ccco1
  -1%, 3%, -3%, -4%, -8%[7.67 µM], -0.6%, 2%[38.3 µM]
- Cc1cc(-n2c(C)cc(C(=O)CSc3nnnn3-c3ccccc3)c2C)no1
  -1%, ?, -15%, ?, -24%[46.1 µM], -3.5%, 5%[38.3 µM]
- CC(C)(C)n1nc2c(c1NC(=O)Cc1ccccc1)CS(=O)(=O)C2
  2%, 4%, 0%, ?, 3%, 0.3%, 1%
- COc1ccc(-c2[nH]ncc2CN(Cc2nccn2C)C(C)C)c(F)c1
  -4%, -2%[9.22 µM], -1%, ., 8%, -1.0%, 6%
- CCO[C@H]1OC(C(=O)N2CCN(C)CC2)=C[C@@H](c2ccc(Br)cc2)[C@@H]1CCCO
  ., -19%[9.22 µM], 5%, ., 7%, -0.5%, -4%
- COc1ccc(CCN2C(=O)CC(NNC(=O)c3ccc(F)cc3)C2=O)cc1OC (configuration not stated)
  3%, 0%, 0%, -6%, 18%, 0.0%, 7%

Below each compound: KinaseGlo FLuc, HttQ103 aggreg, CBFb RUNX1 block, LMNA splice mod, NPSR antagonist, Epigenetic derep, IMPase Li cell
- CCOC(=O)c1c(-c2ccc(OC)cc2)csc1NC(=O)COc1ccc2c(C)cc(=O)oc2c1
  -4%, 21%, 1%, ?, -22%, 4.2%, 3%
- CN(C)C(=S)NC(=O)C(c1ccccc1)c1ccccc1
  3%, 9%, -7%, -26%[46 µM], -16%, 0.1%, 5%
- CC(O)[C@H](NC(=O)C1(c2ccccc2)CCN(C(=O)OC(C)(C)C)CC1)C(=O)O (some centres not stated)
  ., -5%, -7%, 3%, -7%[46.1 µM], -5.9%, .
- CCCOc1ccc(CCC(=O)N/N=C/c2ccc([N+](=O)[O-])o2)cc1
  ., 6%[9.22 µM], 4%, ., 31%, 2.4%, .
- COC(=O)c1ccc(O)c(Sc2cc(C(=O)OC)ccc2O)c1
  4%, ?, -5%, ?, -8%[46.1 µM], -2.2%, 19%
- Cc1nn(-c2ccccc2)c(Cl)c1/C=N\NC(=O)c1cncc(Br)c1
  0%, -1%, -3%, -10%, -22%[46.1 µM], 0.0%, 11%
- O=C(NNC1=NCCN1Cc1ccccc1)c1cccc(C(F)(F)F)c1
  ., -2%[9.22 µM], 6%, ., 4%, 1.5%, .
- Cc1cc(C)c(C)c(S(=O)(=O)NNC(=O)c2cccc(S(=O)(=O)N3CCOCC3)c2)c1C
  -1%, 1%, 5%, ?, -12%, 0.0%, 0%
- COC(=O)C(C)(C(=O)OC)c1ccc(C(F)(F)F)cc1[N+](=O)[O-]
  0%, 10%, 0%, 9%[46 µM], 13%, 1.3%, 9%
- CC(C)CC(NC(=O)c1cccs1)c1nnc(SCc2ccc(Cl)c(Cl)c2)n1C (configuration not stated)
  1%, -11%, 1%, -8%, -55%, 0.0%, 14%

Below each compound: KinaseGlo FLuc, HttQ103 aggreg, CBFb RUNX1 block, LMNA splice mod, NPSR antagonist, Epigenetic derep, IMPase Li cell
- C(=N\c1nccs1)/c1c[nH]c2ccccc12
  -1%, -10%, 1%, 2%, -5%[46.1 µM], -0.7%, -3%[38.3 µM]
- C=CCc1cc(C)cc(C)c1OCCn1cncn1
  4%, -16%, 0%, 7%, 4%, 0.0%, 8%
- CC(=O)c1ccc(OCCOc2ccc(Cl)c3cccnc23)cc1
  3%, -6%[9.22 µM], -2%, ., -4%, -4.4%, -11%
- Cc1ccc(SCCC(=O)Nc2ccc(Br)c(C)c2)cc1
  1%, -2%, ?, ?, -5%, -1.0%, 9%
- O=C(CSc1nc2ccccc2s1)N/N=C/c1ccco1
  1%, -11%, ?, 4%, 10%, -2.0%, -5%
- CCOc1ccc(-c2nn3c(-c4ccccc4)nnc3s2)cc1
  -1%, 1%, 8%, -4%, -11%[46.1 µM], -0.9%, 4%
- CC(C)(C)NC(=O)C(c1ccncc1)N(C(=O)Cn1nnc(-c2ccc(F)cc2)n1)c1cccc(F)c1 (configuration not stated)
  -2%, 4%[9.22 µM], 4%, 0%[46 µM], 3%, -0.1%, 5%
- O=C(CN1CCOCC1)NNC(=S)Nc1ccc(Cl)cc1
  -1%, 0%, -14%, -1%[46 µM], -2%, -0.4%, -1%
- O=S(=O)(c1ccc(C2CCCCC2)cc1)N1CCOCC1
  18%, 16%, -12%, 7%, -1%, -1.0%, -13%
- O=C(CN(C(=O)Cn1nnc(-c2cccs2)n1)c1ccc2c(c1)OCCO2)NCc1ccccc1
  1%, -14%, 9%, ?, -24%[46.1 µM], -7.0%, 11%

Below each compound: KinaseGlo FLuc, HttQ103 aggreg, CBFb RUNX1 block, LMNA splice mod, NPSR antagonist, Epigenetic derep, IMPase Li cell
- CCCCCCN(C(=O)CCCCCN1C(=O)NC(c2ccc(-c3ccccc3)cc2)C(C(=O)OCc2ccccc2)=C1C)C(C(=O)NCCCC)C1CCCCC1 (configuration not stated)
  ., -9%[9.22 µM], 8%, ., 13%, -1.1%, .
- O=c1oc2ccccc2cc1-c1nc2c(s1)CCCC2
  11µM*, -1%, 10%, ?, ?, 1.1%, -19%[38.3 µM]
- COc1ccc(C(=O)NNC(=O)c2cc3cc(OC)ccc3oc2=O)cc1
  ., 6%[9.22 µM], 2%, ., -4%, -0.1%, .
- O=C(CCCc1ccccc1)Nc1cccc2c1CCCC2
  -7%, 11%, -12%, -6%, 0%[46.1 µM], -1.0%, 21%[38.3 µM]
- Cc1ccc(-c2nc(-c3cccnc3)sc2CC(=O)O)cc1
  ., -23%[9.22 µM], 6%, ., -22%, 0.1%, .
- CCOc1ccccc1NC(=O)Nc1cccc(C(C)=O)c1
  10%, -1%, 1%, -1%, -8%[46.1 µM], 0.0%, 1%[38.3 µM]
- Cc1ccc(C(NC(=O)N2CCN(C)CC2)C(Cl)Cl)cc1F (configuration not stated)
  -3%, 10%, 6%, 1%[46 µM], 13%, -1.3%, 5%
- COC(=O)CSc1ccc2nnc(-c3ccc(F)cc3)n2n1
  -6%, -3%, 7%, 7%, -5%[46.1 µM], -3.0%, 4%[38.3 µM]
- CCN1C(=O)c2cccc3c(NC(=O)c4ccc(OC)c(OC)c4)ccc1c23
  4%, 6%, 13%, -28%, -21%[46.1 µM], -0.8%, 52%[activator][38.3 µM]

Screens as filed in PubChem BioAssay.
